# PKA-R1A act – activators of PKA-R1A holoenzyme, primary screen, biochemical, fluorescence polarization, Cy5-IP20, bovine R1A, mouse PKAc; PKA-R1A dissociation; scaled: DMSO 0%, 113 µM cGMP 100%; cAMP-dependent protein kinase type I-alpha regulatory subunit (Bos taurus) + …; actives 0.083% (n = 340,000); activation, % at 11.4 µM; AID 504707, 2011;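 active = percent activation above the mean of all tested compounds plus 3 SD, cut at about 19% in these data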;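 note: higher means more PKAc released from R1A so a rise in polarization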
# DAGLB inh – DAGLB lipase inhibitors, primary screen, biochemical, fluorescence, HTS | HEK293T DAGLB membrane lysate, EnzChek fluorogenic substrate | actives 0.059% (n = 340,000) | Diacylglycerol lipase-beta (Homo sapiens), Q8NCG7 | inhibition, % at 5.17 µM | AID 504411, 2011; in the data active = inhibition above about 34%;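 note: 0% = enzyme with vehicle and 100% = wells lacking enzyme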
# HTR5A ag ctr – HTR5A agonists in luminescence cell assay, primary screen, counter-screen for OPRM1-OPRD1 heterodimer agonist project, full-deck HTS; cell-based; activation, % at 9.3 µM; actives 0.61% (n = 340,000); AID 504692, 2011; in the data active = activation mostly above about 9.5%, no sharp cut-off; inactive = mostly below about 7.6%;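 note: 0% = cells with vehicle only and 100% = reference agonist; strong numbers were not always called active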
# Target sequence (P47898 whole entry, looked up): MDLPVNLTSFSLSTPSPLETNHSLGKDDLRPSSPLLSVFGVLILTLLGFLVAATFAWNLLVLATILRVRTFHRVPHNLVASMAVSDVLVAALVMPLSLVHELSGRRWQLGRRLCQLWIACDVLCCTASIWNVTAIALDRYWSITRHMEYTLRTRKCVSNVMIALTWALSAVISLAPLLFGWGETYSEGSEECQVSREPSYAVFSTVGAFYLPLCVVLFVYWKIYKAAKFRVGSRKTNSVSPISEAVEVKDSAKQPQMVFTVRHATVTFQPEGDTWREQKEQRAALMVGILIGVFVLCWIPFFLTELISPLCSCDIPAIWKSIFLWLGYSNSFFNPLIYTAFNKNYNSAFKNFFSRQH
# E coli growth – E. coli V3065 growth inhibition, primary screen, counter-screen for AddAB inhibitor project, absorbance, OD600 | 18 h | inhibition, % at 11.9 µM | actives 0.27% (n = 330,000) | AID 449728, 2010;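 active = inhibition above the campaign's mean inhibition across all tested compounds plus 3 SD, cut at about 9.9% in these data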;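 note: uninfected addAB+ strain grown without phage in ampicillin broth; 0% = DMSO wells and 100% = ciprofloxacin 0.95 µg/ml wells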
# PKA-R2B activ – activators of PKA-R2B holoenzyme, primary screen, biochemical, fluorescence polarization, Cy5-IP20, human | actives 0.079% (n = 340,000) | PKA-R2B holoenzyme dissociation; R2B truncated from residue 108, S112A mutant; 0% DMSO only, 100% 113 µM cGMP | activation, % at 11.4 µM;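 active = activation above a cutoff set at the mean over all compounds plus 3 SD, cut at about 18% in these data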;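 note: higher means more holoenzyme dissociation and a rise in polarization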
# HTR5A inv ctr – HTR5A inverse agonists in luminescence cell assay, primary screen, counter-screen for OPRM1-OPRD1 heterodimer inverse agonist project, full-deck HTS. 5-hydroxytryptamine receptor 5A (Homo sapiens), P47898. HTR5A cell line, inverse agonism. inhibition, % at 9.3 µM. actives 0.083% (n = 340,000). AID 504634, 2011; in the data active = inhibition mostly above about 23%, no sharp cut-off; inactive = mostly below about 18%;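 note: 0% = cells with DMSO and 100% = no-cell wells with DMSO; some compounds called inactive have numbers as strong as hits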
# SUMO Mot1 rescue – yeast Mot1-301 growth rescue at high temperature, primary screen, SUMOylation pathway inhibitor project, S. cerevisiae, ATP luminescence, 38.5C; S. cerevisiae Mot1-301 growth rescue; percent above DMSO median, 100 means doubled; growth rescue, % at 18.8 µM; actives 1% (n = 320,000); AID 2716, 2010;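 active = every valid replicate shows activation above 250% relative to neutral control wells; inactive = the rest, any valid replicate at or below 250%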;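 note: OY570 slx delta 5 strain wells were the positive control but not used for scaling; some compounds called inactive have numbers as strong as hits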
# CDK5 inh – inhibitors of human CDK5/p35 kinase, primary screen, biochemical, single concentration; Cyclin-dependent kinase 5 (Homo sapiens) + Cyclin-dependent kinase 5 activator 1 (Homo …; Recombinant CDK5/p35, ADP-Glo luminescence, 60 min; inhibition, % at 10 µM; actives 0.01% (n = 330,000); AID 488839, 2010;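 active = highest replicate inhibition of at least 50% and at least 75% of replicates reaching 50%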;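 note: plate controls were DMSO neutral control for no effect and GW8510 at 10 µM for full effect; many of its hits are not listed in these tables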
# Target sequence (Q00535 whole entry, looked up): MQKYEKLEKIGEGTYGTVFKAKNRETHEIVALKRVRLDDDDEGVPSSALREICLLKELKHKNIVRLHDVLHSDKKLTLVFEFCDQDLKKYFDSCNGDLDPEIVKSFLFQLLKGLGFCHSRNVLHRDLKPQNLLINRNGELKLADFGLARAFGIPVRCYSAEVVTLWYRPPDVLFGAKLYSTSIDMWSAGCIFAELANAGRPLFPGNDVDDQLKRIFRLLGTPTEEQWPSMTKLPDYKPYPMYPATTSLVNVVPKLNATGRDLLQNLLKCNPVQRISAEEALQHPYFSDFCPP
# Target sequence (Q15078 whole entry, looked up): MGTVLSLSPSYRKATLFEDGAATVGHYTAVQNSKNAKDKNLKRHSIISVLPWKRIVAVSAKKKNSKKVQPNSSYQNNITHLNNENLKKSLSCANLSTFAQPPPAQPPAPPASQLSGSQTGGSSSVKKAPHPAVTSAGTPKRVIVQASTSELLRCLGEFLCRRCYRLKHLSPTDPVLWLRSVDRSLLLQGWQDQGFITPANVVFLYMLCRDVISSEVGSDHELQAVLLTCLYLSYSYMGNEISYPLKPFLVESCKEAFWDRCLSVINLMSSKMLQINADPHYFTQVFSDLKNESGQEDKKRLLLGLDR
# Tat export inh – E. coli Tat export inhibitors, primary screen, MC4100, TorA-mCherry reporter, fluorescence, single point; AID 488895, 2010; actives 0.036% (n = 340,000); inhibition, % at 10 µM;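 active = mean replicate inhibition at least 50% and at least half of replicates individually reaching 50%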;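 note: exported cargo escapes ClpAP degradation while cytoplasmic cargo is degraded and loses fluorescence; 0% = median of neutral control wells and 100% = median of NaSCN control wells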
# phage Ecoli inh – growth loss of phage-infected E. coli, primary screen, RecBCD inhibitor project, absorbance, with phage, HTS; actives 0.26% (n = 360,000); inhibition, % at 11.9 µM; AID 651602, 2012; in the data active = inhibition above about 11%
# AddAB inh – growth inhibition of E. coli expressing H. pylori AddAB, primary screen, AddAB inhibitor project, absorbance; actives 0.29% (n = 330,000); inhibition, % at 11.9 µM; in the data active = inhibition above about 12%;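 note: 0% = vehicle wells of infected cells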
# Starred values were filed as active, the others as inactive; / = no result given; & = joins results of further samples.
# Start of the data: the first two records (preview)
SMILES,PKA-R1A act,DAGLB inh,HTR5A ag ctr,E coli growth,PKA-R2B activ,HTR5A inv ctr,SUMO Mot1 rescue,CDK5 inh,Tat export inh,phage Ecoli inh,AddAB inh
O=C(NC(c1ccc(Cl)cc1)P(=O)(Oc1ccccc1)Oc1ccccc1)OCc1ccccc1 (centres undefined),-3,-1,6,1.2,-15,-21,8,-4.9,-11,2.2,0.4
COc1ccccc1C1CC2CCC(C1OC(C)=O)N2Cc1ccccc1 (centres undefined),3,-4,2,0.0,5,-8,-8,0.9,2,1.1,1.8

# The listing (from the top)
SMILES,PKA-R1A act,DAGLB inh,HTR5A ag ctr,E coli growth,PKA-R2B activ,HTR5A inv ctr,SUMO Mot1 rescue,CDK5 inh,Tat export inh,phage Ecoli inh,AddAB inh
O=C(NC(c1ccc(Cl)cc1)P(=O)(Oc1ccccc1)Oc1ccccc1)OCc1ccccc1 (centres undefined),-3,-1,6,1.2,-15,-21,8,-4.9,-11,2.2,0.4
COc1ccccc1C1CC2CCC(C1OC(C)=O)N2Cc1ccccc1 (centres undefined),3,-4,2,0.0,5,-8,-8,0.9,2,1.1,1.8
O=Cc1cn(CCCOc2ccccc2)c2ccccc12,-4,-1,-1,-1.7,-7,22,-4,0.3,-4,1.3,4.5
CC12CCC3C(CC=C4CC(O)CCC43C)C1C/C(=C\c1ccccc1F)C2=O (centres undefined),-3,-7,12,-2.1,0,-28,22,-1.2,-3,1.6,1.1
COC(=O)C1=C(c2ccc(OC)c(OC)c2)C[C@@H]2CC[C@H]1N2C(=O)NC1CCCCC1,1,1,2,-0.8,6,0,-9,0.8,1,1.3,0.5
C[C@]12CC[C@H](O)C[C@H]1CC[C@@H]1C2CC[C@]2(C)[C@@H](C3=CC(=O)OC3)[C@@H](O)C[C@]12O (some centres undefined),15,0,16,-0.5,0,-48,-8,-1.5,5,1.1,-0.3
CN(C(=O)COC(=O)c1cn(C)c2ccccc12)C1CCCCC1,-9,-1,3,-3.9,4,-8,17,1.6,-2,2.4,0.2
COC(=O)C1=C(c2ccc(OC(F)(F)F)cc2)C[C@@H]2CC[C@H]1N2C(=O)NCCNC(C)=O,-7,-2,6,2.3,-9,-17,6,0.5,-2,0.3,2.0
O=c1[nH]c(=S)n(-c2ccccc2F)c(O)c1C=NCCN1CCNCC1,-10,6,-2,-0.3,2,8,-20,1.2,11,2.1,0.7
O=c1cccc2n1CC1CC2CN(Cc2cccc(Cl)c2Cl)C1 (centres undefined),5,0,2,-1.2,2,-14,14,0.6,10,2.4,-0.2
CN1CCN(c2ccc(S(C)(=O)=O)cc2[N+](=O)[O-])CC1,-10,0,4,3.5,7,12,9,2.0,-3,4.8,6.1
Cc1c2ccncc2c(C)c2c1[nH]c1ccccc12,0,-2,2,14*,0,-40,15&12,2.4,-10,/,13*
Cc1ccc(S(=O)(=O)N2Cc3ccccc3-n3nncc3C2)cc1,-15,-1,-1,/,-8,4,/,2.3,-7,1.6,/
CS(=O)(=O)N1Cc2ccccc2-n2nncc2C1,-11,0,-3,/,-15,10,/,0.8,2,1.4,/
COc1cc(/C=C2\C[C@H]3[C@@H]4CC=C5C[C@@H](N6CCCC6)CC[C@]5(C)[C@H]4CC[C@]3(C)[C@H]2O)cc(OC)c1OC,9,4,3,/,5,-10,/,0.1,-9,0.9,/
CN1CCN(C(=O)COc2ccc(C(C)(C)C)cc2Br)CC1,-9,1,1,-0.1,6,-3,-1,0.5,15,3.2,3.1
O=[N+]([O-])CCO,-8,-1,0,-1.8,-2,-2,161,-0.3,13,2.4,0.3
O=C(C1CCC(=O)N1Cc1ccccc1Cl)N1CCC2(CC1)OCCO2 (centres undefined),-2,2,-6,1.0,6,16,-10,-2.4,-7,4.2,4.2
O=C(NC1CCCCC1)Oc1cc2oc(=O)sc2cc1Cl,0,-24,5,-0.9,4,6,-12,0.2,-9,0.5,-0.2
Oc1cc(Cl)c(Cl)c(Cl)c1Cl,-6,1,8,/,-2,-28,/,1.1,-9,13*,/
CCC1C2Cc3ccc(O)cc3C1(CC)CCN2C (centres undefined),5,-3,3,/,7,-11,/,-1.7,5,2.3,/
CCCCn1c(O)c(C(C)=Nc2ccc(C(=O)O)cc2)c(=O)[nH]c1=O,-4,5,-1,-1.1,1,-12,-2,-0.4,-2,2.5,0.0
COc1cc(C2c3cc4c(cc3CC3COC(=O)C32)OCO4)cc(OC)c1O (centres undefined),-1,0,3,/,11,-10,/,-0.8,3,1.8,/
CN(C)c1ccc([P+](=O)c2ccc(N(C)C)cc2)cc1,4,-1,2,-1.5,-3,-5,-9,-0.2,0,1.1,-1.7
CC(=O)c1ccc(OC(C)C)c(Cc2c(O)[nH]c(=S)[nH]c2=O)c1,-2,0,3,-0.3,11,-7,0,3.6,5,1.5,0.4
SMILES,PKA-R1A act,DAGLB inh,HTR5A ag ctr,E coli growth,PKA-R2B activ,HTR5A inv ctr,SUMO Mot1 rescue,CDK5 inh,Tat export inh,phage Ecoli inh,AddAB inh
CCCCc1nc(N2CCNCC2)c(C#N)c2c1CSC(C)(C)C2,-12,-2,-1,-1.3,-4,-5,-8,0.3,8,2.0,2.1
CSc1ncc(/C=C2/C(=O)NC(=O)N(c3ccc(C)cc3)C2=O)cn1,-4,1,-11,2.6,-6,-3,-3,0.4,-1,2.9,-3.5
CCN(CC)c1nc2c(C)cccn2c(=O)c1C=C1C(=O)NC(=O)NC1=O,-5,-1,3,-2.2,-9,-8,-12,-0.6,-5,2.6,2.6
O=C(c1ccc(Cl)cc1)C1CCCN(C2CCSCC2)C1 (centres undefined),/,/,/,1.4,/,/,161,0.1,2,4.0,5.1
CC(C)(O)C(=O)Nc1ccc([N+](=O)[O-])c(C(F)(F)F)c1,16,-1,1,-1.1,2,-2,-20,0.3,-8,1.4,1.0
CN(C)c1cccc2c(C#N)ccc(N(C)C)c12,/,/,/,-2.4,/,/,-13,-1.0,23,3.0,0.0
CCC(C)NC(=O)c1c(N)n(CCCOC)c2nc3ccccc3nc12 (centres undefined),-10,-9,6,-2.1,-19,11,6,-3.6,3,0.3,-2.3
COc1ccc(C(=O)c2nc3ccccc3n2C(C)C)cc1OC,-15,-3,-1,0.5,-2,3,-7,-0.4,-12,1.5,0.0
Cc1ccc2[nH]c(C)c(CCNCc3ccco3)c2c1,2,1,-1,0.8,-3,5,28,-0.7,10,1.3,1.9
O=C(Cc1ccccc1)Oc1ccc(N2C(=O)CCC2=O)cc1,-2,-2,-2,0.9,-18,-11,-1,-1.9,-9,2.9,1.6
Cc1cc(N2C(=O)C3CCCN3C2c2cccc(Cl)c2)no1 (centres undefined),-17,-3,0,-0.8,-12,8,7,-0.6,-5,1.5,0.0
CN(C)CCN=Cc1c(O)n(-c2cccc(C(F)(F)F)c2)c(=O)[nH]c1=O,6,-1,13,-0.4,4,-14,52,-3.9,-1,2.0,3.2
CP(=O)(O)CCCN,5,-1,0,-0.6,-7,-14,-5,-1.6,-1,-0.5,0.5
O=P(Nc1c(Cl)cccc1Cl)(c1ccccc1)c1nc2c(s1)CCCC2 (centres undefined),-5,1,6,-1.7,4,9,2,0.2,13,/,2.1
CCOc1ccc(-n2c(-c3ccoc3)nc3ccccc3c2=O)cc1,-1,1,-3,1.4,-3,10,/,-0.6,-5,1.9,0.2
Cc1ccc2c(c1)C1CN(C)CCC1N2C(=O)Cn1nnc(-c2ccccc2F)n1 (centres undefined),-4,0,/,-2.0,-4,/,-5,0.1,-1,0.5,-2.2
COC(=O)c1ccccc1N=Cc1c(O)[nH]c(=O)[nH]c1=O,2,-4,-1,-2.5,4,4,11,1.1,-4,1.4,-1.3
O=C1N(CN2CCOCC2)c2ccccc2C1(O)c1c[nH]c2ccccc12 (centres undefined),-3,0,0,-0.8,0,1,403,-0.2,-5,2.8,2.1
Cn1nc(-c2ccc(OCC(=O)N3CCN(Cc4ccccc4)CC3)cc2)c2ccccc2c1=O,7,0,-6,0.4&-1.7,14,13,-45&-4,-0.4,5,1.2,0.5&0.8
CCOP(=O)(Cc1cc(C(C)=O)c(C)o1)OCC,-1,1,2,-1.7,5,-6,-6,0.6,-11,-1.3,-0.2
O=C(c1n[nH]c(=O)c2ccccc12)N1CCC2(CC1)OCCO2,-17,1,-2,-3.1,-13,5,3,-1.1,14,4.5,1.5
CCN1CCN(c2ccc([N+](=O)[O-])cc2C=C2C(=O)NC(=O)NC2=O)CC1,12,4,-4,1.4,1,9,2,-2.0,-6,3.5,3.0
COc1ccc2[nH]c(C)c(CCN3CCC(=O)C(C)C3C)c2c1 (centres undefined),-11,-2,-3,1.7,6,5,-4,0.2,19,1.8,-1.4

# A second format for 6 compounds above.
# Under each structure: PKA-R1A act	DAGLB inh	HTR5A ag ctr	E coli growth	PKA-R2B activ	HTR5A inv ctr	SUMO Mot1 rescue	CDK5 inh	Tat export inh	phage Ecoli inh	AddAB inh
CS(=O)(=O)N1Cc2ccccc2-n2nncc2C1
→ -11	0	-3	/	-15	10	/	0.8	2	1.4	/
COc1cc(/C=C2\C[C@H]3[C@@H]4CC=C5C[C@@H](N6CCCC6)CC[C@]5(C)[C@H]4CC[C@]3(C)[C@H]2O)cc(OC)c1OC
→ 9	4	3	/	5	-10	/	0.1	-9	0.9	/
CN1CCN(C(=O)COc2ccc(C(C)(C)C)cc2Br)CC1
→ -9	1	1	-0.1	6	-3	-1	0.5	15	3.2	3.1
O=[N+]([O-])CCO
→ -8	-1	0	-1.8	-2	-2	161	-0.3	13	2.4	0.3
O=C(C1CCC(=O)N1Cc1ccccc1Cl)N1CCC2(CC1)OCCO2 (centres undefined)
→ -2	2	-6	1.0	6	16	-10	-2.4	-7	4.2	4.2
O=C(NC1CCCCC1)Oc1cc2oc(=O)sc2cc1Cl
→ 0	-24	5	-0.9	4	6	-12	0.2	-9	0.5	-0.2

# Assay outcomes deposited in PubChem by several laboratories.

# Not all compounds are listed; rates above refer to the full screens.
